# Screens as filed in PubChem BioAssay.
# VIM-2 inh: inhibitors of Pseudomonas aeruginosa VIM-2 metallo-beta-lactamase; inhibition, % at 5.6 µM; 0.89% of 290,000 active; purified VIM-2, nitrocefin hydrolysis, epi-absorbance fluorescence;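 active = inhibition above the mean of all tested compounds plus 3 SD, cutoff set per screening run, cut at about 7.5% in these data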;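 also: red hydrolysis product quenches plate fluorescence so inhibitors raise well fluorescence; 0% = enzyme with DMSO and 100% = DMSO without enzyme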
# HCV NS3 hel inh: HCV NS3 helicase inhibition; inhibition, % at 10.9 µM; 0.56% of 290,000 active; NS3 helicase DNA unwinding, Cy5 molecular beacon fluorescence;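 active = inhibition above the mean of all tested compounds plus 3 SD, set per campaign, cut at about 35% in these data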;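 also: 0% = DMSO wells and 100% = thioflavine S control wells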
#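 System: HCV NS3 helicase fragment; control set: DMSO and thioflavine S; technique: Cy5 fluorescence at 0 and 60 min, beacon hairpin quenching; reagent: beacon DNA duplex substrate plus ATP; replicates: singlicate; schedule: 1 h reaction at 25 °C, ATP-initiated; medium: MOPS buffer pH 6.5 with MgCl2, DTT, Tween20, BSA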
# IDE cell activ: boosts human insulin-degrading enzyme activity in HEK cells; AID 493087; 0.073% of 340,000 active; P14735; activation, % at 5.96 µM; FAbeta-B cleavage, fluorescence polarization; 0% vehicle, 100% cell-free pure enzyme wells;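 active = activation above the mean of all tested compounds plus 3 SD, set per screening campaign, cut at about 17% in these data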
# UBC9 SUMO inh: inhibitors of human SUMOylation (UBC9). P63279. HTRF SUMOylation assay, SAE1/SAE2 + UBC9, in vitro. inhibition, % at 35 µM. 0.36% of 290,000 active. AID 2006; in the data active = inhibition above about 50%, passing the limit was not always enough; also: strong numbers were not always called active
# Target sequence (P63279 whole entry, looked up): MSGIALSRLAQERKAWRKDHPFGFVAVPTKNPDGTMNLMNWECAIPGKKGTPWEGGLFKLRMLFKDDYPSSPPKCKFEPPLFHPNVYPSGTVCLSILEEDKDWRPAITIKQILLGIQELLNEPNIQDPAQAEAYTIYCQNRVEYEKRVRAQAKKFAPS
# pCIP destab: lowers stability of the mouse p/CIP coactivator protein; Q05BA5; F442A p/CIP-EGFP cells, EGFP fluorescence, 16 h; decrease of EGFP signal, % at 10 µM; 0.01% of 290,000 active; AID 1984;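 active = EGFP signal decrease of at least 30% at 10 µM or well 3 SD below plate mean, unless failing retest; inactive = the rest, including hits failing retest or dose response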; also: some compounds called inactive have numbers as strong as hits; many of its hits are not listed in these tables
# IDE cell inh: cellular human IDE inhibition; P14735; HEK cells, FAbetaB cleavage, fluorescence polarization; inhibition, % at 5.59 µM; 0.41% of 320,000 active; AID 434962;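 active = percent inhibition above the average of all tested compounds plus 3 SD, set per screening campaign, cut at about 16% in these data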;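 also: IDE supplied by intact live HEK cells; FP after avidin binding of uncleaved biotin substrate so inhibition keeps polarization high; 0% = DMSO wells and 100% = 60 µM reference IDE inhibitor Ii1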
# CRFR2-BP antag: antagonists of CRF-binding protein/CRF-R2 receptor complex; HEK293 CRF-R2/CRF-BP, CRF-induced calcium fluorescence; inhibition, % at 11.8 µM; 0.59% of 350,000 active;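 active = inhibition of the ligand-induced calcium signal above about 50% at the single tested concentration, limit read from the data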
# GalR3 antag: antagonists of human GalR3 | HEK293 GalR3-CNG cAMP membrane potential fluorescence; galR3 body fused to GalR1 C-terminus | inhibition, % at 3 µM | 0.44% of 360,000 active | AID 651719;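 active = inhibition above the screen-wide average plus 3 SD, cut at about 13% in these data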;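 also: forskolin and galanin both at EC90 stimulate the cells; cAMP rise reported by CNG channel membrane potential dye signal; 0% = forskolin plus galanin with DMSO and 100% = forskolin alone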
# Target sequence (O60755 1-299 limits assumed): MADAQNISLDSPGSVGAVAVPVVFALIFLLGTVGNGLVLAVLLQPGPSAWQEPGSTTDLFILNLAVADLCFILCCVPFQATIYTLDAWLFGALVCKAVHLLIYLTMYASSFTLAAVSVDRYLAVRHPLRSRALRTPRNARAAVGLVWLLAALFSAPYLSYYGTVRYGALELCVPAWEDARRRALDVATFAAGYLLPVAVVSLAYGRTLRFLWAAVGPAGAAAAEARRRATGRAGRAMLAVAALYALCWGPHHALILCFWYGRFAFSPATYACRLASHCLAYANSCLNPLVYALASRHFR
# IMP-1 inhibitor: blocks Pseudomonas aeruginosa IMP-1 metallo-beta-lactamase | purified IMP-1, nitrocefin hydrolysis, epi-absorbance fluorescence | inhibition, % at 5.6 µM | 0.45% of 290,000 active;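 active = inhibition above the mean plus 3 SD of all compounds in the same screening run, cut at about 4.5% in these data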;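 also: 0% = IMP-1 with DMSO and 100% = DMSO wells lacking enzyme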
#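 System: purified IMP-1; amount: IMP-1 0.2 nM before substrate addition; compound: single dose, 5.6 µM; times: 25 °C, 15 min preincubation, 25 min reaction; signal: Epi-absorbance via hydrolysed-nitrocefin quenching of white-plate fluorescence, 480/530 nm, EDTA stop; benchmarks: DMSO with and without IMP-1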
# An asterisk follows results filed as active; . = no result given; & = joins results of further samples. These rows are one share of the data, so the mix of outcomes need not match the whole.
SMILES,VIM-2 inh,HCV NS3 hel inh,IDE cell activ,UBC9 SUMO inh,pCIP destab,IDE cell inh,CRFR2-BP antag,GalR3 antag,IMP-1 inhibitor
N#CCCn1cc(C(=O)Nc2ccccc2Cl)c(-c2ccc([N+](=O)[O-])cc2)n1,-0.7,-4,-4,-3,-1,5,18,-4,-1.8
O=C1N(CN2CCOCC2)c2ccccc2C1(O)c1c[nH]c2ccccc12 (configuration not stated),-0.9,-7,5,-24,3,1,21,-3,-1.7
COC(=O)c1ccccc1N=Cc1c(O)[nH]c(=O)[nH]c1=O,-1.2,15,-1,0,0,-5,14,-9,-6.2
Cc1ccc2c(c1)C1CN(C)CCC1N2C(=O)Cn1nnc(-c2ccccc2F)n1 (configuration not stated),2.1,-20,-3,12,-13,6,-54,.,-1.9
CCOc1ccc(-n2c(-c3ccoc3)nc3ccccc3c2=O)cc1,2.4,-2,2,-1,-2,2,-12,-6,-1.3
COc1ccc2[nH]c(C)c(CCN3CCC(=O)C(C)C3C)c2c1 (configuration not stated),-1.6,-8,2,2,-30,6,-6,.,-2.0
CCN1CCN(c2ccc([N+](=O)[O-])cc2C=C2C(=O)NC(=O)NC2=O)CC1,3.2,-8,0,13,2,-4,11,-4,-2.8
O=C(c1n[nH]c(=O)c2ccccc12)N1CCC2(CC1)OCCO2,-1.1,-15,5,8,-4,2,-8,5,-1.4
CCOP(=O)(Cc1cc(C(C)=O)c(C)o1)OCC,-1.8,4,2,5,-2,2,-1,-1,-2.4
Cn1nc(-c2ccc(OCC(=O)N3CCN(Cc4ccccc4)CC3)cc2)c2ccccc2c1=O,13*,-21&-12,1,-14&11,2&0,5&6,16&10,-5,-1.3&-4.3
CC(=O)C1=C(C)OC(N)=C(C(=O)OC(C)C)C12C(=O)Nc1ccccc12 (configuration not stated),-1.2,-15,1,-10,-10,12,6,0,-2.7
[N-]=[N+]=CC(=O)OC[C@H](N)C(=O)O,-3.8,-3,-1,-2,3,-5,14,.,-3.0
C=CCn1c(C)c(C=C2C(=O)NC(=O)NC2=O)c2ccccc21,-0.5,-4,3,19,3,1,-1,-3,-2.6
COc1cccc(N2C(=O)NC(=O)/C(=C\c3cn(C)c4ccccc34)C2=O)c1,0.3,-2,-5,46,-8,1,-63,-5,-0.8
O=C(CSC1c2ccccc2-c2ccccc21)N/N=C/c1ccccc1,-4.0,5,-1,-1,-5,5,-32,-9,-7.7
CCC(=O)N1N=C2C3CCN(CC3)C2C1c1ccc(C)cc1 (configuration not stated),-0.8,-3,3,10,-15,-3,-32,.,-3.7
CC(C(=O)c1c[nH]c2ccccc12)N1CCSCC1 (configuration not stated),-2.3,-2,-7,-4,-16,13,-6,2,-0.8
COC(=O)OCC12CCC(O1)C1(C)C(=O)OCC21 (configuration not stated),0.1,-4,-4,2,-4,0,-23,0,-2.1
CCC(C)C(=O)N[C@@H](c1ccccc1)[C@@H](O)C(=O)O[C@H]1C[C@@]2(O)[C@@H](OC(=O)c3ccccc3)C3[C@](C)(C(=O)[C@H](OC(C)=O)C(=C1C)C2(C)C)[C@@H](O)C[C@H]1OC[C@@]31OC(C)=O (some centres not stated),-0.7,-14,4,17,2,10,19,-3,1.7
COc1cccc(CNCCc2c[nH]c3ccccc23)c1OC,-2.6,-5,-4,-3,3,4,13,-6,-1.3

# Limited to IDE cell activ and VIM-2 inh, for four of the compounds above:
Molecule | IDE cell activ | VIM-2 inh
Cn1nc(-c2ccc(OCC(=O)N3CCN(Cc4ccccc4)CC3)cc2)c2ccccc2c1=O | 1 | 13*
CC(=O)C1=C(C)OC(N)=C(C(=O)OC(C)C)C12C(=O)Nc1ccccc12 (configuration not stated) | 1 | -1.2
[N-]=[N+]=CC(=O)OC[C@H](N)C(=O)O | -1 | -3.8
C=CCn1c(C)c(C=C2C(=O)NC(=O)NC2=O)c2ccccc21 | 3 | -0.5

# Full records, quoted from the list.
# COc1cccc(CNCCc2c[nH]c3ccccc23)c1OC reads VIM-2 inh: -2.6; HCV NS3 hel inh: -5; IDE cell activ: -4; UBC9 SUMO inh: -3; pCIP destab: 3; IDE cell inh: 4; CRFR2-BP antag: 13; GalR3 antag: -6; IMP-1 inhibitor: -1.3
# COC(=O)c1ccccc1N=Cc1c(O)[nH]c(=O)[nH]c1=O reads VIM-2 inh: -1.2; HCV NS3 hel inh: 15; IDE cell activ: -1; UBC9 SUMO inh: 0; pCIP destab: 0; IDE cell inh: -5; CRFR2-BP antag: 14; GalR3 antag: -9; IMP-1 inhibitor: -6.2

# Additional records follow:
SMILES,VIM-2 inh,HCV NS3 hel inh,IDE cell activ,UBC9 SUMO inh,pCIP destab,IDE cell inh,CRFR2-BP antag,GalR3 antag,IMP-1 inhibitor
CCC(C(=O)N1CCC2(CC1)OCCO2)c1ccccc1 (configuration not stated),-4.4,-5,3,12,-9,2,31,-6,-1.6
Cc1sc2c(c1C)C(c1ccc(C(C)(C)C)cc1)=NCC(=O)N2CC(=O)Nc1nccs1,-3.5,-4,2,6,-10,1,-15,-1,-0.5
CNC(=S)N(C)CCc1cc2c(c(OC)c1C=C1C(=O)NC(=O)NC1=O)OCO2,-0.9,-1,1,16,-17,-4,-6,-5,-3.6
Nc1ccccc1C(=O)OC1CSC1,-0.2,-2,4,13,-8,-4,7,-9,-2.9
C[N+]12CCC(CC1)C(C(O)(c1cccc(Cl)c1)c1cccc(Cl)c1)C2 (configuration not stated),1.0,-43,8,17,-2,-3,3,-4,0.1
NCCc1nc2ccccc2s1,-2.8,10,5,14,-13,-4,4,-2,-0.8
CCOc1ccc(N=Cc2c(O)n(C(C)(C)C)c(=O)[nH]c2=O)cc1,-3.6,1,5,18,-10,6,-57,-1,-0.4
CCCN(CC#CCO)CCC,-1.4,0,4,-15,-6,5,-3,-2,-2.7
Cc1c2ccncc2c(C)c2c1[nH]c1ccccc12,2.2,42*,2,-6,-22,8,-135,.,-5.5
O=C(NC1CCCCC1)Oc1cc2oc(=O)sc2cc1Cl,-4.0,10,-1,-3,-24,11,-19,-7,-2.9
O=C(C1CCC(=O)N1Cc1ccccc1Cl)N1CCC2(CC1)OCCO2 (configuration not stated),-3.1,5,-5,6,2,1,9,-2,-0.1
O=[N+]([O-])CCO,.,.,8,.,.,2,6,2,.
CN1CCN(C(=O)COc2ccc(C(C)(C)C)cc2Br)CC1,-1.6,-9,-1,10,0,-7,-7,-6,-3.3
Cc1c(/C=N/O)c2ccccc2n1C,-1.6,8,1,-4,-5,3,4,-4,-3.3
O=c1c2ccccc2[nH]c(=S)n1-c1ccc2c(c1)OCO2,-2.9,3,-5,14,2,-5,17,-6,-2.1
O=C(c1ccccc1F)N1C[C@H]2C[C@@H](C1)c1cccc(=O)n1C2,-2.0,-5,1,1,-2,7,1,-3,-2.7
O=c1cccc2n1CC1CC2CN(Cc2cccc(Cl)c2Cl)C1 (configuration not stated),-0.1,-3,-10,30,-6,-1,-18,-3,-2.3
CN1CCN(c2ccc(S(C)(=O)=O)cc2[N+](=O)[O-])CC1,-0.3,3,-2,62,5,2,0,-1,-2.4
COC(=O)C1=C(c2ccc(OC(F)(F)F)cc2)C[C@@H]2CC[C@H]1N2C(=O)NCCNC(C)=O,.,.,4,.,.,2,-3,-4,.
CN(C(=O)COC(=O)c1cn(C)c2ccccc12)C1CCCCC1,.,.,2,.,.,0,-2,-8,.
O=c1[nH]c(=S)n(-c2ccccc2F)c(O)c1C=NCCN1CCNCC1,-1.9,24,-1,0,-12,5,-1,-6,-4.9
CC12CCC3C(CC=C4CC(O)CCC43C)C1C/C(=C\c1ccccc1F)C2=O (configuration not stated),-0.9,0,2,-9,5,-6,47,-4,0.6
COC(=O)C1=C(c2ccc(OC)c(OC)c2)C[C@@H]2CC[C@H]1N2C(=O)NC1CCCCC1,.,.,-3,.,.,9,6,-6,.
C[C@]12CC[C@H](O)C[C@H]1CC[C@@H]1C2CC[C@]2(C)[C@@H](C3=CC(=O)OC3)[C@@H](O)C[C@]12O (some centres not stated),.,.,-1,.,.,1,-5,30*,.
O=Cc1cn(CCCOc2ccccc2)c2ccccc12,-1.1,-8,2,7,-14,0,-6,-6,-2.6
COc1ccccc1C1CC2CCC(C1OC(C)=O)N2Cc1ccccc1 (configuration not stated),2.0,1,4,-4,7,-5,30,-12,0.1
O=C(NC(c1ccc(Cl)cc1)P(=O)(Oc1ccccc1)Oc1ccccc1)OCc1ccccc1 (configuration not stated),-2.3,5,-1,11,-17,7,-18,-3,-1.8
COc1ccccc1OCC#CCN1CCCC(C)C1 (configuration not stated),-1.8,13,2,17,-1,3,5,-2,-1.4
CCC(=NCc1ccc2c(c1)OCO2)c1c(O)n(C2CCCCC2)c(=O)[nH]c1=O,-2.3,-3,3,1,-11,1,1,-5,-0.8
Cc1ccc2[nH]c(C)c(CCNCc3ccco3)c2c1,-2.1,-9,4,-8,3,-2,-11,-10,-1.6
COc1ccc(C(=O)c2nc3ccccc3n2C(C)C)cc1OC,-2.9,6,0,-2,-4,5,7,-9,-4.3
CCC(C)NC(=O)c1c(N)n(CCCOC)c2nc3ccccc3nc12 (configuration not stated),1.0,3,-1,101,-13,1,-41,-6,-8.1
CN(C)c1cccc2c(C#N)ccc(N(C)C)c12,5.0,-6,.,48,-15,5,-19,-5,-3.5
CC(C)(O)C(=O)Nc1ccc([N+](=O)[O-])c(C(F)(F)F)c1,.,.,3,.,.,-1,10,1,.
O=C(c1ccc(Cl)cc1)C1CCCN(C2CCSCC2)C1 (configuration not stated),-2.8,-6,.,-6,-3,1,-18,9,-1.6
CN(C)CCN=Cc1c(O)n(-c2cccc(C(F)(F)F)c2)c(=O)[nH]c1=O,-1.1,-3,-3,-1,0,8,-5,0,-2.5
CP(=O)(O)CCCN,1.2,0,5,2,-13,-6,27,1,0.8
O=P(Nc1c(Cl)cccc1Cl)(c1ccccc1)c1nc2c(s1)CCCC2 (configuration not stated),-3.6,3,-10,6,0,-4,-2,.,-0.6
Cc1cc(N2C(=O)C3CCCN3C2c2cccc(Cl)c2)no1 (configuration not stated),-8.5,-2,3,-15,-1,3,5,2,-3.9
O=C(Cc1ccccc1)Oc1ccc(N2C(=O)CCC2=O)cc1,-0.9,3,-4,9,6,-1,10,-4,-2.2
Cc1cccc(N2C(=O)NC(=O)/C(=C/c3ccc([N+](=O)[O-])o3)C2=O)c1,-0.5,33,.,2,-12,2,-8,.,-2.6
CN(C)c1ccc([P+](=O)c2ccc(N(C)C)cc2)cc1,0.5,-3,3,17,-6,-3,12,-8,-0.5
CC(=O)c1ccc(OC(C)C)c(Cc2c(O)[nH]c(=S)[nH]c2=O)c1,-3.4,3,2,12,-6,7,8,-2,-0.7
CCCCn1c(O)c(C(C)=Nc2ccc(C(=O)O)cc2)c(=O)[nH]c1=O,-1.8,14,-4,14,-2,-1,32,0,-2.8
CCN(CC)c1nc2c(C)cccn2c(=O)c1C=C1C(=O)NC(=O)NC1=O,-0.6,21,2,32,-6,3,10,-1,-2.9
CSc1ncc(/C=C2/C(=O)NC(=O)N(c3ccc(C)cc3)C2=O)cn1,-1.5,6,4,5,-4,-4,9,-2,0.2
